High-throughput results (PubChem BioAssay)
TLR9-MyD88 block – inhibitors of TLR9-MyD88 association in cells, primary screen, cell-based, CHO, BLA complementation, fluorescence; Toll-like receptor 9 (Homo sapiens) + Myeloid differentiation primary response protein …; CCF4 FRET ratio; inhibition, % at 4.98 µM; actives 0.21% (n = 340,000);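 active = inhibition above the mean over all tested compounds plus 3 SD, cut at about 21% in these data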;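 also: 0% = DMSO only wells and 100% = clavulanate BLA inhibitor control wells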
ABHD5-PLIN5 inh – ABHD5-PLIN5 interaction inhibitors, primary screen, cell lysate, split luciferase complementation, luminescence; inhibition, % at 4 µM; Split G. princeps luciferase complementation, 4 h; Perilipin-5 (Homo sapiens) + 1-acylglycerol-3-phosphate O-acyltransferase ABHD5 (Homo …; actives 0.78% (n = 360,000);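 active = inhibition above the mean inhibition across every tested compound plus 3 SD, cut at about 22% in these data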;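 also: 0% = DMSO only wells and the 100% control is not disclosed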
TWEAK Fn14 block – inhibitors of TWEAK-Fn14 signaling, primary screen, luciferase reporter cells, uHTS | TWEAK-stimulated Fn14 reporter cells, luciferase luminescence, 8 h | inhibition, % at 10 µM | actives 2% (n = 360,000); in the data active = inhibition above about 50%
TROY signal inh – inhibitors of TROY-driven NF-kB signaling, primary screen, Q293 LMP1-TROYcd cells, NF-kB luciferase, uHTS. Q293 LMP1-TROYcd NF-kB luciferase reporter, 4 h. inhibition, % at 10 µM. actives 0.98% (n = 360,000). AID 1347056, 2019;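 active = compounds whose plate-normalised and pattern-corrected inhibition of the luciferase reporter signal at the single screening dose is 50% or more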
LRH-1 inv ag – LRH-1 (NR5A2) inverse agonists, primary screen, cell-based, luminescence, HEK293T, StAR-luciferase reporter. Nuclear receptor subfamily 5 group A member 2 (Homo sapiens), O00482. LRH-1 transfected, 24 h. inhibition, % at 3.6 µM. actives 0.13% (n = 360,000). AID 602396, 2012;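 active = inhibition above the mean inhibition of all tested compounds plus 3 SD, cut at about 73% in these data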;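 also: 0% = DMSO wells and 100% = reporter-only cells lacking LRH-1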
NCOA2 inhibitor – inhibition of GAL4-SRC2 driven luciferase reporter, primary screen, SRC2 inhibitor project, cell-based, luminescence; HEK293 GAL4-SRC2 luciferase reporter; inhibition, % at 9 µM; actives 0.17% (n = 370,000);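 active = inhibition above the mean inhibition of all tested compounds plus 3 SD, set per campaign, cut at about 52% in these data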;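 also: 0% = DMSO treated cells and 100% = cells given Gossypol at 36 µM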
SRC3 inh – SRC3 coactivator transcriptional activity inhibitors, primary screen, cell-based, luminescence. Nuclear receptor coactivator 3 (Homo sapiens), Q9Y6Q9. HEK293 GAL4-SRC3 luciferase reporter. inhibition, % at 3.6 µM. actives 0.17% (n = 360,000);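 active = inhibition above a per-campaign cutoff, the mean of all compounds plus 3 SD, cut at about 60% in these data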;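 also: 0% = DMSO-treated cells and 100% = gossypol-treated cells at 36 µM; higher means less SRC3-driven luciferase light from the GAL4 reporter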
COUP-TFII inh – NR2F2 transcriptional activity inhibitors, primary screen, cell-based, luciferase reporter, HEK293T, luminescence; AID 686940, 2013; actives 0.7% (n = 370,000); inhibition, % at 8.6 µM; HEK293T NGFI-A luciferase reporter;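 active = inhibition above a per-plate cutoff, mean inhibition of test wells between control levels plus 3 SD, cut at about 38% in these data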;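 also: cells cotransfected with COUP-TFII expression vector driving the NGFI-A reporter; 0% = median of COUP-TF2 test wells and 100% = reporter-only cells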
Target sequence (P24468 whole entry, looked up): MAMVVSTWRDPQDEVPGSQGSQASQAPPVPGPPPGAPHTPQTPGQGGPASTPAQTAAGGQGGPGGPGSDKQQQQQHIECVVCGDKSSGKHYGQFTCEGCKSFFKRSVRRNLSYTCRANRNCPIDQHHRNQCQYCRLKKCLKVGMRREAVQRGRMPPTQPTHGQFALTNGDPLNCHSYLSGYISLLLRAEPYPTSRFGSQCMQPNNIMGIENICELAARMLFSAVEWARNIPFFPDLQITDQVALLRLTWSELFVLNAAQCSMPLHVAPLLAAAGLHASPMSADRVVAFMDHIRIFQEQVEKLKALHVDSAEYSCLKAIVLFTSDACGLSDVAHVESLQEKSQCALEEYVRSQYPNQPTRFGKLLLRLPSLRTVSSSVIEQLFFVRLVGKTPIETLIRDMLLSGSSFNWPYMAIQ
NOD2 RIPK2 PPI – NOD2-RIPK2 binding disruptors in cells, primary screen, fluorescence, CHO cells, BLA complementation | Receptor-interacting serine/threonine-protein kinase 2 (Homo sapiens), O43353 | CCF4 ratio | inhibition, % at 4.98 µM | actives 0.38% (n = 360,000) | AID 624267, 2012; in the data active = inhibition above about 21%;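 also: 0% = vehicle only and 100% = reference blocker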
Target sequence (O43353 whole entry, looked up): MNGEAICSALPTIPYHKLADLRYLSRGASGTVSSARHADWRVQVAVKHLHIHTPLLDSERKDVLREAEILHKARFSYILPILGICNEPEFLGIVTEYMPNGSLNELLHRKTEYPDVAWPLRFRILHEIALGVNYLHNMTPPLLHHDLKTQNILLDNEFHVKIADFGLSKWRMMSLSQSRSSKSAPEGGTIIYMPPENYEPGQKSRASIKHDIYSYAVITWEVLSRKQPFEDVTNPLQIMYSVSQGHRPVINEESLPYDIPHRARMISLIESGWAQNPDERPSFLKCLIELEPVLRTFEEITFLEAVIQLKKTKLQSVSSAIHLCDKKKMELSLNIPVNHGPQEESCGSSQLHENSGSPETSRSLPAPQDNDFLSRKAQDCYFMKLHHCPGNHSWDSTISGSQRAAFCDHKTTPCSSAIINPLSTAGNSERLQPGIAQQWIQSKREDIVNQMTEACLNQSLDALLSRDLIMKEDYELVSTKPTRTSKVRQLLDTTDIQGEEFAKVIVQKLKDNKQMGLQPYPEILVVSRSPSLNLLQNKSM
NCOA1 inh – SRC1 coactivator transcriptional activity inhibitors, primary screen, cell-based, luminescence; actives 0.12% (n = 360,000); AID 588354, 2011; inhibition, % at 3.6 µM; HEK293 GAL4-SRC1 luciferase reporter; Nuclear receptor coactivator 1 (Homo sapiens), Q15788;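 active = inhibition above the campaign mean plus 3 SD, with each screening campaign given its own cutoff, cut at about 60% in these data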;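 also: 0% = DMSO treated cells and 100% = gossypol at 36 µM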
Exocytosis inh – LAMP-1 surface exposure blockers, TALL-104 cells – cell-based, flow cytometry, MLPCN library, primary screen; AID 651702, 2012; inhibition, % at 10 µM; actives 0.66% (n = 360,000); TALL-104 LAMP-1 surface exposure; cells stimulated with thapsigargin and PMA;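 active = inhibition above about 55%, limit read from the data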
* = called active by the depositor; nt = not tested or not shown. The list is partial; count on the stated rates, not on these rows.

SMILES	TLR9-MyD88 block	ABHD5-PLIN5 inh	TWEAK Fn14 block	TROY signal inh	LRH-1 inv ag	NCOA2 inhibitor	SRC3 inh	COUP-TFII inh	NOD2 RIPK2 PPI	NCOA1 inh	Exocytosis inh
Cc1cc(Br)cn2c(Cc3cccc(F)c3)c(-c3ccccc3)nc12	nt	-12	28	9	12	-2	2	13	-3	-1	-9
COCCCn1c(=O)/c(=C\c2ccccc2OC(F)F)s/c1=C(/C#N)C(N)=O	-13	10	-13	-41	22	-15	22	-9	5	0	0
Nc1nnc(SCC(=O)c2ccco2)s1	9	-7	1	8	3	10	-4	3	4	0	1
CCOc1ccc2nc(SCC(=O)NCc3ccc(OC)cc3)[nH]c2c1	4	-3	3	-5	4	10	10	5	4	-1	10
CCOc1ccccc1-c1nc(C(N)=O)c2[nH]c(=O)n(-c3ccccc3)c2n1	1	6	-60	-23	4	6	14	0	0	0	-1
CCCc1ccc(Oc2cc(NN3CCCCC3)c([N+](=O)[O-])cc2[N+](=O)[O-])cc1	-5	10	-8	-11	22	-22	-3	-21	-2	-1	-4
Cc1ccc(NS(=O)(=O)c2c(C(=O)N3CCCCCC3)c(C)n(C)c2C)c(Cl)c1	3	-7	23	13	2	-12	8	-2	-6	12	-8
COc1ccc(OC)c(CCNC(=O)Cc2ccc(NC3=NC4CS(=O)(=O)CC4S3)cc2)c1 (stereo unspecified)	-2	-12	3	5	-13	11	-3	9	-6	-2	-7
C(=N\Nc1nc2ccccc2[nH]1)/c1ccncc1	12	0	44	59*	-29	-17	-29	12	-11	-26	1
COc1ccc(C(CNC(=O)c2oc3ccccc3c2C)N2CCCC2)cc1 (stereo unspecified)	-17	7	-9	-24	-40	-4	-11	2	1	5	-6
Cc1ccc(NC(=O)Cn2nnc3ccccc32)c(C)c1	4	1	0	-25	-6	9	0	-7	11	-27	-1
Cc1cccc(NC(=S)NCc2ccc3c(c2)cc(C)n3C)c1C	-2	12	-4	2	2	16	2	25	-15	-1	9
CCN(C(=O)COC(=O)CNS(=O)(=O)c1ccc(C)cc1)C1CCS(=O)(=O)C1 (stereo unspecified)	2	5	-1	1	-4	26	-8	9	-5	2	0
O=C(CC(C(=O)O)C1CCCO1)NCCc1ccc2c(c1)OCO2 (stereo unspecified)	-1	0	13	-18	5	-3	5	2	-5	-42	-3
COc1ccc(/C=N/NC(=O)c2nc(-c3ccccc3)n(-c3ccccc3)n2)cc1	-9	5	-14	-25	-6	12	16	-8	-26	11	3
O=c1[nH]n2c(=O)c3c([nH]c2c1N=Nc1cccc(Cl)c1)CCC3	1	4	-6	13	13	9	8	5	-9	8	-5
COc1ccc(S(=O)(=O)Cc2ccc(C(=O)NCc3ccccn3)o2)cc1	-9	-5	5	-14	-18	-15	5	-4	-1	-4	4
COc1ccc(NC(=O)CC2SC3=NCCN3C2=O)cc1 (stereo unspecified)	-8	1	-23	8	-12	1	-1	16	-7	-24	-1
Cc1cc2ccccn2c1C(C[N+](=O)[O-])c1ccc(N(C)C)cc1 (stereo unspecified)	4	23*	-4	0	-3	17	-1	2	6	1	-2
CCOC(=O)c1c(-c2cc(OC)c(OC)c(OC)c2)csc1N	2	4	2	-12	-21	-14	0	-29	-5	-28	-1
CCC(C)[C@H](NC(=O)N1CC(=O)Nc2ccccc21)C(=O)NC(C)CCc1ccccc1 (stereo partly specified)	8	1	-15	-16	7	-23	8	-9	1	-19	17
CCc1nnc(NC(=O)CCc2ccc(C)o2)s1	-4	-5	2	3	2	-22	-8	5	-13	3	8
COc1cccc(S(=O)(=O)Nc2noc3ccccc23)c1	-3	-8	-1	0	10	-19	-3	5	-4	12	4
CN1c2ccccc2C(C)(C)C12CC(c1ccc(S(=O)(=O)N3CCCCC3)cc1)=NO2 (stereo unspecified)	4	-9	-14	3	-31	-6	-93	-38	1	-24	0
O=C(c1ccc(Cl)c(S(=O)(=O)NCc2ccccc2)c1)N1CCN(c2ccccn2)CC1	-3	3	18	12	11	nt	26	nt	-2	-3	0
COc1ccc(S(=O)(=O)NCc2cccnc2)cc1NC(=O)c1ccccc1	-11	-2	-9	-9	12	11	-13	8	-9	0	9
CCc1cc(C(=O)COc2ccc(F)cc2)c(O)cc1O	3	-6	7	-28	-38	-35	-34	-17	4	-43	1
COc1cccc(C2NC(C)(C(=O)O)C3C(=O)N(C(C)C)C(=O)C23)c1O (stereo unspecified)	-2	1	2	1	14	0	2	-11	1	7	2
COc1ccc2nc(COC(=O)c3cccs3)c(C(C)=O)[n+]([O-])c2c1	-1	-3	16	8	15	10	6	6	-6	8	-2
CC(C)(C)C(=O)Cn1c(=O)n(CC2CCCO2)c(=O)c2ccccc21 (stereo unspecified)	-4	-8	-3	1	17	-13	1	11	-14	12	3

Looked up one by one from the list above:
SMILES	TLR9-MyD88 block	ABHD5-PLIN5 inh	TWEAK Fn14 block	TROY signal inh	LRH-1 inv ag	NCOA2 inhibitor	SRC3 inh	COUP-TFII inh	NOD2 RIPK2 PPI	NCOA1 inh	Exocytosis inh
CN1c2ccccc2C(C)(C)C12CC(c1ccc(S(=O)(=O)N3CCCCC3)cc1)=NO2 (stereo unspecified)	4	-9	-14	3	-31	-6	-93	-38	1	-24	0
CCC(C)[C@H](NC(=O)N1CC(=O)Nc2ccccc21)C(=O)NC(C)CCc1ccccc1 (stereo partly specified)	8	1	-15	-16	7	-23	8	-9	1	-19	17
CC(C)(C)C(=O)Cn1c(=O)n(CC2CCCO2)c(=O)c2ccccc21 (stereo unspecified)	-4	-8	-3	1	17	-13	1	11	-14	12	3
COc1cccc(C2NC(C)(C(=O)O)C3C(=O)N(C(C)C)C(=O)C23)c1O (stereo unspecified)	-2	1	2	1	14	0	2	-11	1	7	2

New compounds follow:
SMILES	TLR9-MyD88 block	ABHD5-PLIN5 inh	TWEAK Fn14 block	TROY signal inh	LRH-1 inv ag	NCOA2 inhibitor	SRC3 inh	COUP-TFII inh	NOD2 RIPK2 PPI	NCOA1 inh	Exocytosis inh
COc1cccc(CNC(=O)c2ccc(NC(=O)C3=CSCCO3)cc2)c1	1	8	-15	-65	-67	-21	-8	-35	-2	-27	-7
N#Cc1c(SCC(=O)N2CCOCC2)nsc1SCC(=O)N1CCOCC1	-6	0	-5	-6	-2	-20	12	0	-2	4	0
C/C(CC(=O)C(F)(F)F)=N\NC(=O)/C(C#N)=C/N(C)C	-11	0	-2	4	-3	-27	9	-4	-6	19	-6
Nc1ccc(C(=O)OCC(=O)Nc2cc([N+](=O)[O-])ccc2F)cc1	4	-1	-14	8	12	2	0	11	5	-10	-1
Cc1ccc(C(=O)N2N=C(c3ccc(Br)cc3)CC2c2ccccc2O)cc1 (stereo unspecified)	0	-1	1	12	4	4	-10	-10	2	3	15
Cc1csc(SCC(=O)N2CCN(S(=O)(=O)c3ccccc3)CC2)n1	-2	-4	8	11	-7	-2	1	0	-2	4	3
CCN1C(=O)N[C@@H](c2ccccc2)C(C(=O)OC)=C1C	3	-5	18	-4	11	3	-6	-3	-13	6	6
COCCCNc1nc2c(c(=O)[nH]c(=O)n2C)n1CC(O)COc1ccccc1C (stereo unspecified)	6	0	-6	1	16	-13	-18	-9	8	-3	4
N#Cc1ccc(C(=O)NCC(c2ccco2)N2CCCC2)cc1 (stereo unspecified)	-2	-4	-3	14	-3	4	-10	17	12	0	5
O=C(Cc1cccc2ccccc12)NN=Cc1ccc2c(c1)CCC2	-17	2	-59	-21	-9	-15	3	-2	-13	-5	-5
Cc1cc(C(=O)Nc2ccccc2)c(C)o1	-3	0	-15	20	-9	-1	-31	-15	7	-29	-5
Cc1ccc(C(=O)CSc2nc(-c3ccccc3)ccc2C#N)cc1	9	-5	-13	-1	5	-1	3	8	5	-33	-1
COc1cc(OC)c(C=O)c(OC(=O)N2CCOCC2)c1	-4	4	4	-2	7	-1	3	7	4	17	-4
CC(=O)Nc1nonc1-c1nc2ccccc2n1Cc1ccccn1	2	1	-8	-8	-6	-1	5	-8	-7	6	-1
COc1cccc(CNC(=O)C2CCCN(S(=O)(=O)c3c(C)[nH]c(=O)[nH]c3=O)C2)c1 (stereo unspecified)	-2	2	12	1	-11	16	14	-12	0	0	0
CCOC(=O)C1=CCC2C(=O)N(CC)C(=O)C12 (stereo unspecified)	nt	3	-4	10	6	10	-2	-5	-9	5	-2
O=C(O)Cc1c(C(=O)O)nnn1-c1cccc(C(F)(F)F)c1	2	1	-8	-1	-19	24	1	-2	-11	-8	-1
COC(=O)c1cc(S(=O)(=O)N(C)C2CCCCC2)c[nH]1	-7	2	8	-17	6	-6	5	-12	-8	8	-7
COc1ccccc1N1CCN(S(=O)(=O)c2ccc(Br)s2)CC1	1	-3	11	-21	-27	-28	18	0	-10	-16	4
Cn1c(NC(=O)c2ccc(F)c(F)c2)cc(=O)n(C)c1=O	5	2	-2	6	-7	-26	-2	8	-3	-12	1
Cc1ccc(OCC(=O)Nc2nnc(S(=O)(=O)N3CCC(C)CC3)s2)cc1	-2	2	4	-27	-14	-3	13	-2	1	-36	-3
Cc1onc(-c2ccccc2)c1C(=O)N(C)CC(=O)Nc1ccc(F)c(F)c1F	-15	-2	0	11	2	7	11	13	-12	-3	6
FC(F)(F)c1ccccc1CN1CCN(C2CCCCCC2)CC1	-7	-10	-6	-14	-4	1	5	19	-2	4	0
CN(CC(=O)Nc1cccc(F)c1)CC(=O)NC(c1ccccc1)c1ccccc1	-10	4	13	4	20	12	-3	13	0	7	-3
CC1CN(C(=S)Nc2ccc(F)cc2F)CC(C)O1 (stereo unspecified)	-9	-1	19	11	13	-17	-10	2	-2	-9	-4
C=CCN1C(=O)c2ccc(C(=O)NCCOc3ccccc3F)cc2C1=O	3	0	-14	-80	-19	-3	-1	5	4	-1	-7
CCOc1ccc(/C(O)=C2\C(=O)C(=O)N(c3ccccn3)C2c2ccccc2F)c(C)c1 (stereo unspecified)	-2	-1	2	-8	-38	-38	-36	-34	1	-11	4
Cc1cccc(C2=NN(c3ccccc3)[C@@H](C(=O)N3CCOC3=O)[C@@H]2C)c1	-10	-7	-3	3	-9	-4	0	2	-7	-5	1
O=C(COc1ccc(Cl)cc1)NCCNc1ccc([N+](=O)[O-])cc1	-15	-8	3	-10	-9	-7	-5	-9	2	-15	1
CN(Cc1nc(-c2cccc(Cl)c2)no1)C1CCOCC1	-4	-2	-15	-27	-74	-33	-46	-29	-13	-63	-3
O=C(NCCN1CCOCC1)c1cc([N+](=O)[O-])ccc1Cl	3	-4	-1	-4	4	1	9	-13	4	5	-6
COCCn1c(C(C)C)nc2oc3ccccc3c(=O)c2c1=O	-6	8	-15	9	-9	0	10	18	-6	-2	1
